Assay outcomes as filed in PubChem.
KDM5B inhibitor = blocks human KDM5B histone demethylase activity; Q9UGL1; KDM5B demethylase, FDH-coupled NADH fluorescence (FDH is formaldehyde dehydrogenase); Potency, µM (series often up to 57.7 µM), for the others: at the highest dose activity change, negative = inhibition, hits mostly inhibitors; 220,000 compounds, 2.6% hits; active = well fitted inhibition curve with a large enough effect; inconclusive = small, poorly fitted or top-dose-only effect; inactive = no such curve, though single readings can be large or run the other way; note: 0% is about no effect; nearly all actives have a fitted effect of over 70% in size
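Measured: NADH fluorescence change, 30 min, RT. System: KDM5BΔAP 200 nM final, H3K4me3 peptide, α-KG, Fe(II), ascorbate, NAD⁺ plus FDH, pH 7.5 HEPES. Compounds: titrated, 10 min pre-incubation with enzyme.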
* marks the source's active call; other numbers are inactive results; i = inactive; ? = inconclusive; [ ] = another dose, or the depositor's remark. Potency is the fitted concentration of half-maximal effect. An excerpt, so the mix of outcomes need not match the whole.

SMILES	KDM5B inhibitor
CC(C)CC1=NC2(CCN(C(=O)c3ccoc3)CC2)C(=O)N1	-10%
CC(C)NC(=O)CN1CCN(c2nccc(N3CCC(O)CC3)n2)CC1	-12%
CCNC(=O)c1cccc(NC(=O)C2CCCC2)c1	18%
O=C(Nc1ccc2oc(-c3ccc4ccccc4c3)nc2c1)c1ccc(Cl)c(Cl)c1	-25%
CC(C)c1ccccc1NC1=NS(=O)(=O)c2ccccc21	20%
Cc1c(C(=O)NCC(C)C)nnn1-c1ccc(Br)cc1	14%
O=C(COc1ccccc1F)Nc1ccc(S(=O)(=O)Nc2nccs2)cc1	-4%
Cc1c(OCc2ccc(C(C)(C)C)cc2)ccc2c(-c3ccccc3)cc(=O)oc12	11%
CCc1ccc(-c2ccc(C(=O)Oc3ccc(Br)cc3)cc2)nc1	11%
COC1C(=O)N(c2cccc(F)c2)C12CCN(C(=O)CCc1c[nH]c3ccccc13)CC2 (stereo not given)	19%
COCC1CN(C2CCC2)CC12CCN(C(=O)c1cccs1)CC2 (stereo not given)	?
COc1cccc(-c2noc(Nc3cc(C)cc(C)c3)n2)c1OC	-5%
COc1ccc(S(=O)(=O)N2CCCCC2)cc1NC(=O)CCCOc1ccc(C)cc1	-12%
Cc1c(C(=O)C(=O)Nc2ccc(C(N)=O)cc2)c2ccccc2n1C	14%
Cc1ccc2c(c1)c1c(c(=O)n(-c3ccccc3C)c(=O)n1CC(=O)N1CCCC1)n2C	?

Molecules shown so far containing bromine (two):
SMILES	KDM5B inhibitor
Cc1c(C(=O)NCC(C)C)nnn1-c1ccc(Br)cc1	14%
CCc1ccc(-c2ccc(C(=O)Oc3ccc(Br)cc3)cc2)nc1	11%

More compounds:
SMILES	KDM5B inhibitor
O=C(/C=C/C(=O)c1ccc(Cl)cc1)c1ccccc1	?
O=C(CCC1CCN(S(=O)(=O)c2ccc(F)cc2)CC1)N1CCc2ccccc2C1	-4%
CCOc1cc(Cl)c(S(=O)(=O)n2ccnc2)cc1Cl	17%
Cc1ccc(NC(=O)c2noc3c2CCC3)cc1C	?
CC1=C(C(=O)Nc2ccccc2Cl)C(c2cccc(O)c2)n2ncnc2N1 (stereo not given)	-20%
Cc1ccccc1NC(=O)C(C)Sc1ccc(C(F)(F)F)cn1 (stereo not given)	35%[activator]
CC(C)CCN1C(=O)CC[C@H]2CN(C(=O)Cn3ccc(=O)[nH]c3=O)CC[C@H]21	-18%
COc1cc(C(=O)Nc2c(N3CCCC3)c3ccccc3oc2=O)cc(OC)c1OC	7%
CC1=C(C(=O)Nc2ccccc2C)C(c2ccc(C(F)(F)F)cc2)n2ncnc2N1 (stereo not given)	12%
CN1CCCC(c2n[nH]c(=O)n2-c2ccc3c(c2)OCO3)C1 (stereo not given)	-4%
COc1cccc(-c2ccnc3c2c(=O)[nH]c(=O)n3Cc2ccco2)c1	-7%
Cc1ccc(S(=O)(=O)N2CCCN(C)c3ccccc32)cc1C	?
COc1ccccc1N(Cc1cc(=O)[nH]c2ccccc12)C(C)=O	-7%
CCOC(=O)N1CCc2c(sc(NCc3ccc(N(CC)CC)cc3)c2C(=O)Nc2cc(OC)ccc2OC)C1	-1%
COCCCNc1nc2c(-c3cccc(C)c3)nnn2c2ccc(Cl)cc12	?
Cc1ccccc1-n1cc(CN(C)C(=O)CN2C(=O)OC(C)(C)C2=O)cn1	16%
O=C(CC1=CCCCC1)N1CC(F)(F)C[C@H]1c1nc(C2CC2)no1	3%
O=C1Cc2cc(S(=O)(=O)N3CCN(C(=O)Nc4ccccc4)CC3)ccc2N1	-22%
O=C(CSc1nc2c([nH]c3ccccc32)c(=O)n1-c1ccccc1)N1CCOCC1	?
CCOC(=O)CNC(=O)c1ccc(NC(C)=O)cc1	-13%
CC(=O)Nc1ccc(NC(=O)c2cc3sc(C)c(CN4CCCCC4)c3[nH]2)cc1	-33%
CCc1ccc(CN(C(=O)c2cc(=O)c3cc(C)cc(C)c3o2)C2CCS(=O)(=O)C2)cc1 (stereo not given)	-1%
Cc1ccc(C)c(NC(=O)c2cc(=O)c3cc(C)cc(C)c3o2)c1	9%
N#CC1=C(N)Oc2n[nH]c(-c3ccccc3)c2C12C(=O)N(Cc1ccc(Cl)cc1)c1ccccc12 (stereo not given)	-1%
CC1CCN(C(=O)c2csc(N3CCN(c4ccc(Cl)cc4)CC3)n2)CC1	?
COc1ccc(S(=O)(=O)N[C@H]2C[C@H]3C(=O)NC[C@@H](CCC(=O)N4CCc5ccccc54)N3C2)cc1	-21%
Cc1[nH]c(=S)sc1Cc1cccc(C(F)(F)F)c1	-17%
CC(=O)Nc1ccc2c(C(C(=O)O)N3CCN(C(C)=O)CC3)c[nH]c2c1 (stereo not given)	-20%
Cc1nc([C@@H]2CN(C(=O)c3ccc(Cn4ccnc4)o3)C[C@H]2C(N)=O)n[nH]1	6%
Cc1ccc(CNC(=O)Cn2c(N3CCN(c4ccccc4)CC3)nc(C)cc2=O)cc1	-10%

Given as labelled records: entries from further up
O=C1Cc2cc(S(=O)(=O)N3CCN(C(=O)Nc4ccccc4)CC3)ccc2N1
  KDM5B inhibitor = -22%
O=C(CSc1nc2c([nH]c3ccccc32)c(=O)n1-c1ccccc1)N1CCOCC1
  KDM5B inhibitor = ?

Sorted by count of non-hydrogen atoms (rising): four of the compounds above.
SMILES	KDM5B inhibitor
O=C1Cc2cc(S(=O)(=O)N3CCN(C(=O)Nc4ccccc4)CC3)ccc2N1	-22%
CC(=O)Nc1ccc(NC(=O)c2cc3sc(C)c(CN4CCCCC4)c3[nH]2)cc1	-33%
O=C(CSc1nc2c([nH]c3ccccc32)c(=O)n1-c1ccccc1)N1CCOCC1	?
Cc1ccc(CNC(=O)Cn2c(N3CCN(c4ccccc4)CC3)nc(C)cc2=O)cc1	-10%

Later entries:
SMILES	KDM5B inhibitor
Cc1ccc(OCc2nc3ccccc3n2CCOc2ccc(Cl)cc2)cc1	?
COc1ccc([C@@H]2CN(C(=O)CN3C(=O)CNC3=O)C[C@H]2NC(C)=O)cc1	?
Cc1nn(C)c(C)c1CCC(=O)N1CCC(Cc2noc(-c3ccc(F)cc3)n2)C1 (stereo not given)	-3%
COc1cccc(CC(=O)NC2CCN(c3ccc(C)cc3)C2=O)c1 (stereo not given)	18%
CCc1cccc2sc(N3CCN(C(=O)c4cc5ccccc5cc4OC)CC3)nc12	?
COCCc1noc([C@@H]2CN(Cc3cccc(Cl)c3)C[C@H]2CO)n1	11%
CCN(CC)S(=O)(=O)c1ccc2[nH]c(=O)cc(C(=O)N(C)Cc3ccccc3C)c2c1	2%
COc1ccc(-c2noc(-c3cc(C(C)C)[nH]n3)n2)cc1	-4%
Cc1cc(F)ccc1NC(=O)CCS(=O)(=O)c1cc2c(cc1C)NC(=O)CO2	-6%
COc1cccc(Cl)c1-c1nccc2c(=O)cc(N(C)C)oc12	i
O=C(Cn1cnc2ccccc2c1=O)N1CCN(c2ccc(Cl)cc2)CC1	-3%
O=C(NCc1ccccc1)C1CCN(S(=O)(=O)/C=C/c2ccccc2)CC1	5%
O=C(O)CC1CCCN(c2cn[nH]c(=O)c2)C1 (stereo not given)	-10%
COc1ccc(-n2nc3ccc(NC(=O)c4c(OC)cccc4OC)cc3n2)cc1	?
CNC(=S)NNC(=O)C1CCCCC1	11%
Clc1ccc(NCc2nnc3n2CCCCC3)cc1Cl	4%
Cc1c(C(=O)NC(C)c2ccc(F)c(F)c2)[nH]c2c1C(=O)CC(C)(C)C2 (stereo not given)	9%
CCOc1cccc(-c2cc(C(=O)NCCCN3CCOCC3)c3ccccc3n2)c1	-20%
Cc1ccsc1C(=O)N1CCC(n2cc(-c3nc(C(C)C)no3)nn2)CC1	20%
CCN(CC)CCNC(=O)c1cc(C)nc2c(C)cccc12	?
COC(=O)c1ccc(NC(=O)c2ccc(CNC(=O)OC(C)(C)C)cc2)cc1	9%
C=CCOc1ccccc1N	-29%
N#Cc1ccc(C(=O)N2CCC3(CC2)CN(c2ccncn2)CC3CO)cc1 (stereo not given)	-3%
CC(C)C(C)(C#N)NC(=O)CSc1n[nH]c(-c2ccc(Br)cc2)n1 (stereo not given)	2%
O=C(NCc1ccco1)c1nn(Cc2ccccc2)c(=O)c2ccccc12	-11%
COc1ccc(C2(C(=O)N3CCCC(CO)CCNC(=O)CC3)CC2)cc1 (stereo not given)	-19%
Cc1ccccc1OCC(=O)Nc1ccc(C(=O)OCc2cc(=O)n3ccsc3n2)cc1	?
Cc1ccc2c(c1)c1nnc(SCC(=O)NC3CC3)nc1n2C	7%
COCCNc1oc(-c2ccc(COc3ccc(OC)cc3)o2)nc1C#N	0%
Clc1ccc(Nc2nc(NCC3CCCO3)nc3c2cnn3-c2ccccc2)cc1 (stereo not given)	-21%

The final 3 entries of the section above lead into the next.
SMILES	KDM5B inhibitor
Cc1ccc2c(c1)c1nnc(SCC(=O)NC3CC3)nc1n2C	7%
COCCNc1oc(-c2ccc(COc3ccc(OC)cc3)o2)nc1C#N	0%
Clc1ccc(Nc2nc(NCC3CCCO3)nc3c2cnn3-c2ccccc2)cc1 (stereo not given)	-21%
O=C(Cc1c[nH]c2ncc(-c3ccc(F)c(Cl)c3)cc12)NCc1cccnc1	32µM*
N#Cc1ccccc1CN1CCSc2ccccc21	40%[activator]
COc1ccc(NC(=O)CN(c2ccc(C)cc2)S(=O)(=O)c2cccs2)cc1OC	0%
CC(C)c1ccc(C(C)NC(=O)CCCNC(=O)C(C)(C)C)cc1 (stereo not given)	4%
O=C(NC1Cc2ccccc2C1)C1CC1	6%
Cn1ccc(NC(=O)CCc2ncc(-c3ccccc3)o2)n1	9%
CCOc1ccc(NC(=O)CN2C(=O)C(c3ccc(Cl)cc3)=NC2(C)C)cc1	11%
CCN(CC)CCN1Cc2c(sc(C)c2C)N(C(=O)c2ccc(OC)cc2)C1	75%[activator]
O=C(c1cc(-c2ccc(Br)cc2)n[nH]1)N1CCN(S(=O)(=O)c2ccc(Cl)s2)CC1	-7%
COc1ccc(C(C(=O)NCc2ccccc2)N(C(=O)Cn2nnc3ccccc32)c2ccc(OC)cc2)cc1 (stereo not given)	-12%
COc1ccccc1Nc1nc(NCC(C)C)nc(N)c1[N+](=O)[O-]	0%
O=C(NC1CCCc2ccccc21)c1ccsc1 (stereo not given)	18%
NC(=O)CN1CCN(c2nc3ccccc3nc2NS(=O)(=O)c2cccc(Cl)c2)CC1	?
O=C(N[C@@H]1CN(Cc2ccc(F)cc2)C[C@H]1CO)c1cccnc1	21%
CCOC(=O)C(CC)Sc1ccc2nnc(CCNS(=O)(=O)c3ccc(C)cc3)n2n1 (stereo not given)	?
COc1ccc(-c2noc([C@@H](C)NC(=O)c3nc4ccccc4s3)c2C(=O)O)cc1	?
Cc1ccc(O)c(NC(=O)c2ccc3c(c2)C(=O)N(Cc2ccco2)C3=O)c1	29%
Cc1ccc(C)c(S(=O)(=O)N2CCCC2c2nc3ccccc3[nH]2)c1 (stereo not given)	1%
COC1CCC12CCN(C(=O)NC(C)(C)C)CC2 (stereo not given)	-11%
Cc1cccc(N2NC3(CCCCC3)NC2=S)c1C	6%
Cc1cc(C)c(NC(=O)Cn2c(=O)nc(-c3ccccc3)c3cc(Cl)ccc32)c(C)c1	6%
Cc1ccc(SCC(=O)Nc2ccc3oc(-c4cccc(C)c4)nc3c2)cc1	?
FC(F)(F)c1ccnc(N2CCOCC3(CN(Cc4ccccc4)C3)C2)n1	?
COCCn1cnc2ccc(-c3ccc(F)cc3)nc2c1=O	35µM*
CCCCC(=O)NC(NC(=O)CCCC)c1ccc(Cl)cc1	16%
COc1ccc2cc(S(=O)(=O)c3ccc(Cl)c(Cl)c3)c(=O)oc2c1	?
C=CCN(CC#CC(=C)C)Cc1ccc(OC)cc1OC	8%
COc1ccc(NC(=O)N2CCN(S(=O)(=O)c3ccc(F)cc3)CC2)c(OC)c1	15%
CCN(CC)C(=O)[C@@H]1CCC[C@@H](NCc2cccc(OC)c2)CN(C)C(=O)C1	22%[86.2 µM]
Cc1nn(C)c(C)c1CNC(=O)Cn1nc2c(cc1=O)CCCCC2	5%
Cc1ccsc1CN1CCC(CO)(CN2CCCC2)CC1	-10%
CCNC(=O)N1CCCCCC1CN1CCC(C)CC1 (stereo not given)	13%
CCCCNC(=O)c1cccc2c1CCN2C(=O)C1CC1	14%
CC(C)(C)NC(=O)CSc1nc2ccccc2c(=O)[nH]1	31%
O=C(NCc1ccco1)C1CCN(C(=O)c2ncn3c2COC(c2ccccc2)C3)CC1 (stereo not given)	10%
O=C(CSc1nncc2ccccc12)Nc1ccc(F)cc1	-4%
Cc1cccc(NC(=O)Cn2nnc(C(=O)Nc3ccccc3Br)c2N)c1C	9%
Cc1cc(C(=O)O)ccc1-n1cccc1	19%
Cc1ccc(-c2noc([C@@H]3CCCN3C(=O)CCCc3ccccc3)n2)cc1	-12%
CC(=O)N1CCCc2cc(S(=O)(=O)N3CCC(C(=O)NCc4ccccc4Cl)CC3)ccc21	20%
CC(C)Oc1cc(N(C)CC2CC(=O)N(C(C)(C)C)C2)nc(N)n1 (stereo not given)	-23%
Cc1noc(C)c1[S+](=O)([O-])N1CCn2c(nn(-c3cccc(Cl)c3)c2=O)C1	4%[115 µM]
CCN(CC)S(=O)(=O)c1ccc(NC(=O)c2c(C)oc3ncnc(N4CCOCC4)c23)cc1	-2%
O=C(Cc1ccsc1)N1CCC2(CC1)CC(N(Cc1ccc(F)cc1)C1CC1)CCO2 (stereo not given)	-13%
COc1ccc(-c2cc(N3CCCC(NC(=O)Cc4ccc(F)cc4)C3)n[nH]2)cc1 (stereo not given)	?
Cc1c(C(=O)N2CCC(c3nc4ccccc4o3)CC2)oc2cc(Br)ccc12	-10%
